Mot1-301 SUMO – yeast Mot1-301 growth rescue at high temperature, primary screen, SUMOylation pathway inhibitor project, S. cerevisiae, ATP luminescence, 38.5C; S. cerevisiae Mot1-301 growth rescue; percent above DMSO median, 100 means doubled; growth rescue, % at 18.8 µM; 320,000 tested, 1% active; AID 2716, 2010;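 active = every valid replicate shows activation above 250% relative to neutral control wells; inactive = the rest, any valid replicate at or below 250%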;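 note: OY570 slx delta 5 strain wells were the positive control but not used for scaling; some compounds called inactive have numbers as strong as hits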
AddAB inh – growth inhibition of E. coli expressing H. pylori AddAB, primary screen, AddAB inhibitor project, absorbance; inhibition, % at 11.9 µM; 330,000 tested, 0.29% active; in the data active = inhibition above about 12%;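 note: 0% = vehicle wells of infected cells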
PKA-R1A activ – activators of PKA-R1A holoenzyme, primary screen, biochemical, fluorescence polarization, Cy5-IP20, bovine R1A, mouse PKAc; cAMP-dependent protein kinase type I-alpha regulatory subunit (Bos taurus) + …; PKA-R1A dissociation; scaled: DMSO 0%, 113 µM cGMP 100%; activation, % at 11.4 µM; 340,000 tested, 0.083% active; AID 504707, 2011;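 active = percent activation above the mean of all tested compounds plus 3 SD, cut at about 19% in these data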;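 note: higher means more PKAc released from R1A so a rise in polarization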
HTR5A inv ag – HTR5A inverse agonists in luminescence cell assay, primary screen, counter-screen for OPRM1-OPRD1 heterodimer inverse agonist project, full-deck HTS; HTR5A cell line, inverse agonism; inhibition, % at 9.3 µM; AID 504634, 2011; 340,000 tested, 0.083% active; in the data active = inhibition mostly above about 23%, no sharp cut-off; inactive = mostly below about 18%;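 note: 0% = cells with DMSO and 100% = no-cell wells with DMSO; some compounds called inactive have numbers as strong as hits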
Target sequence (P47898 whole entry, looked up): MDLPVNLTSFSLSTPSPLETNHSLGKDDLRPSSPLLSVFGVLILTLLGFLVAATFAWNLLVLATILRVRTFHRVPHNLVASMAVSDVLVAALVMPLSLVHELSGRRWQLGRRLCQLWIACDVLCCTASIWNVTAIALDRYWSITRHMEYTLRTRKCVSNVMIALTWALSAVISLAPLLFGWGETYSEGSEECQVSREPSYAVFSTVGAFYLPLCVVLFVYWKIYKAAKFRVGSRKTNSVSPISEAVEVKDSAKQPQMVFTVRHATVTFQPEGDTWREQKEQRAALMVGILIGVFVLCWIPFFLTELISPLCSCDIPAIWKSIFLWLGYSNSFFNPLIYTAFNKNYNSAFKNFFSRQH
HTR5A ag – HTR5A agonists in luminescence cell assay, primary screen, counter-screen for OPRM1-OPRD1 heterodimer agonist project, full-deck HTS. activation, % at 9.3 µM. AID 504692, 2011. cell-based. 340,000 tested, 0.61% active. 5-hydroxytryptamine receptor 5A (Homo sapiens), P47898; in the data active = activation mostly above about 9.5%, no sharp cut-off; inactive = mostly below about 7.6%;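 note: 0% = cells with vehicle only and 100% = reference agonist; strong numbers were not always called active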
Pemphigus Ab inh – inhibitors of pemphigus antibody binding to DSG3, primary screen, biochemical, bead-based, flow cytometry, scFv-GFP. 310,000 tested, 0.48% active. binding (percent of control), % at 10 µM. AID 588358, 2011. Desmoglein-3 (Homo sapiens), P32926. DSG3-coupled beads, scFv-anti-DSG3-GFP binding; hits give low values;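 active = binding more than 3 SD below its plate's average and above zero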;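 note: hits lower antibody fragment binding to DSG3; some compounds called inactive have numbers as strong as hits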
Ecoli viability – E. coli V3065 growth inhibition, primary screen, counter-screen for AddAB inhibitor project, absorbance, OD600; 18 h; inhibition, % at 11.9 µM; 330,000 tested, 0.27% active; AID 449728, 2010;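 active = inhibition above the campaign's mean inhibition across all tested compounds plus 3 SD, cut at about 9.9% in these data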;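 note: uninfected addAB+ strain grown without phage in ampicillin broth; 0% = DMSO wells and 100% = ciprofloxacin 0.95 µg/ml wells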
phage Ecoli inh – growth loss of phage-infected E. coli, primary screen, RecBCD inhibitor project, absorbance, with phage, HTS; inhibition, % at 11.9 µM; AID 651602, 2012; 360,000 tested, 0.26% active; in the data active = inhibition above about 11%
MOR-DOR ag – agonists of OPRM1-OPRD1 heterodimerization, primary screen, cell-based, luminescence. Mu-type opioid receptor (Homo sapiens) + Delta-type opioid receptor (Homo sapiens), …. cells. activation, % at 9.3 µM. 340,000 tested, 0.3% active; in the data active = activation above about 18%;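 note: 0% = vehicle-treated cells and 100% = reference agonist; values of inactives mirror those of a sister screen read the other way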
PfHsp90 set2 – growth inhibition of PfHsp90-expressing yeast, primary screen, antimalarial PfHsp90 inhibitor project, S. cerevisiae, BacTiter-Glo luminescence, single point, set 2; BacTiter-Glo ATP, 48 h; yeast lacking PDR1 and PDR3 efflux regulators; AID 504621, 2011; 310,000 tested, 0.32% active; inhibition, % at 9.4 µM;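 active = every replicate shows inhibition above about 80%, whatever the replicate mean, limit read from the data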;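 note: 0% = DMSO neutral controls and 100% = 20 µM radicicol positive controls; yeast relying on Plasmodium falciparum Hsp90 in place of its own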
MOR-DOR inv ag – inverse agonists of MOR-DOR heterodimerization, primary screen, cell-based, luminescence. Mu-type opioid receptor (Homo sapiens) + Delta-type opioid receptor (Homo sapiens), …. cell-based MOR-DOR heterodimer luminescence, inverse agonism. inhibition, % at 9.3 µM. 340,000 tested, 0.21% active. AID 504357, 2011; in the data active = inhibition above about 22%, passing the limit was not always enough;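 note: 0% = cells with DMSO and 100% = wells without cells with DMSO; values of inactives mirror those of a sister screen read the other way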
* = called active by the depositor; · = not tested or not shown. This is a random part of the collection, and some 3.2% of all compounds hit somewhere here.

SMILES	Mot1-301 SUMO	AddAB inh	PKA-R1A activ	HTR5A inv ag	HTR5A ag	Pemphigus Ab inh	Ecoli viability	phage Ecoli inh	MOR-DOR ag	PfHsp90 set2	MOR-DOR inv ag
Cc1ccc2nc(-c3ccc(NC(=O)CCN4C(=O)c5ccccc5C4=O)cc3)sc2c1	10.3	2.4	0.7	-28.8	8.3	93.8	0.7	2.5	0.0	-0.1	0.0
O=C(NCCOc1ccccc1Cl)c1cc(F)c(F)cc1Cl	5.6	0.9	-20.9	-5.5	5.0	100.1	1.3	·	4.4	-14.5	-23.7
O=C(C(=O)N1CC=C(c2ccccc2)CC1)c1c[nH]c2ccccc12	-1.8	2.4	-0.3	6.6	-1.8	104.1	-0.5	2.4	8.1	1.6	-42.1
CC1CCCCC1NC(=O)COC(=O)c1ccc2ccccc2n1 (stereo unspecified)	-3.5	-0.8	-9.5	7.5	-2.7	121.7	0.4	-0.1	-3.0	·	14.4
O=c1c2ccccc2nc(-c2ccc(F)cc2)n1NCc1ccccc1O	7.8	-1.6	2.2	3.2	4.9	82.9	1.2	4.2	0.9	-1.8	-4.4
O=C(COc1cc(Cl)c(Cl)cc1Cl)NC(=O)Nc1ccc2c(c1)OCCO2	13.3	-0.7	-13.5	-1.8	0.7	94.8	-0.7	1.1	-2.2	-1.0	13.3
CN(c1ccccc1)S(=O)(=O)c1cccc(C(=O)Nc2nn[nH]n2)c1	10.1	0.4	6.2	-26.1	1.6	99.2	0.0	1.5	-0.9	-17.1	4.8
Cc1ccccc1NC(=O)COC(=O)c1cccc(S(=O)(=O)N2CCCCC2)c1	0.0	-1.1	-17.6	4.9	-2.0	99.1	1.8	0.6	-1.0	-27.5	4.0
Cc1cccn2c(N)c(-c3ccccc3)nc12	-8.6	1.9	-0.3	0.3	1.5	97.6	1.0	0.6	-0.4	14.0	2.1
CCOC(=O)C1C(=O)C=C(c2ccc(C)cc2)CC1c1cccc([N+](=O)[O-])c1 (stereo unspecified)	-8.6	2.2	-3.0	-1.7	0.7	101.3	0.1	5.2	-1.9	-17.5	9.8
COc1ccc(OC)c(C(=O)c2coc3cc(Br)c(O)c(Br)c23)c1	23.4	5.4	-6.2	-4.2	-2.2	111.1	-1.7	-0.6	-1.3	-15.0	6.7
COc1ccc(C2=NS(=O)(=O)N(C)C(C(=O)Nc3ccc(F)cc3F)=C2)cc1	7.5	-1.9	-0.8	-42.0	13.8	102.7	-1.8	-1.1	1.7	-1.2	-10.1
CCCc1nc2ccccc2c(=O)n1-c1ccc(C(=O)OCC)cc1	-15.4	0.4	7.3	16.0	-6.3	94.7	0.2	3.4	0.5	27.1	-2.2
O=S(=O)(Nc1ccc(-c2nc3cccnc3s2)cc1)c1cccs1	94.2	1.4	-12.0	-23.4	1.6	99.1	1.1	2.4	4.0	-4.1	-21.9
CCC(=O)NNc1cccc(Cl)n1	6.5	2.2	0.4	-15.6	3.1	96.2	2.2	0.7	-0.1	21.2	0.3
CCCCSc1nnc(NC(=O)CCc2ccccc2)s1	3.7	-1.8	-6.8	-0.5	4.0	·	-0.5	0.9	-1.9	5.1	10.3
COc1ccccc1CN(C)C(=O)c1cc(C)nc2ccccc12	-10.8	2.1	-7.6	-1.3	0.5	109.1	-0.6	3.9	-0.7	1.9	3.5
CCOC(=O)C(NC(=O)c1ccc(OC)cc1)(Nc1cc(C)on1)C(F)(F)F (stereo unspecified)	172.4	0.7	-1.3	-0.1	-3.6	88.2	-4.5	2.6	-2.0	8.9	11.6
O=C(CCSc1ccc(Br)cc1)c1ccc(O)cc1	23.4	2.5	-1.2	2.5	-0.6	97.8	4.5	-0.2	3.4	96.6*	-19.5
CCN1CCN(c2nc(Nc3ccc(OC)cc3)nc(N)c2[N+](=O)[O-])CC1	5.0	-2.1	·	·	·	97.8	-3.0	3.6	·	·	·
CCCCNc1cc(=O)n(C)c(=O)[nH]1	150.1	3.0	-7.3	-0.3	0.1	110.6	2.7	1.7	-2.2	-12.9	11.2
Cc1[nH]n(C(N)=S)c(=O)c1N=Nc1cc(-c2ccc(Br)cc2)[nH]n1	-17.9	11.8	·	·	·	98.5	7.9	6.8	·	-73.7	·
COc1ccc(C(=O)OCCc2cc3ccccc3c(=O)o2)cc1	-20.7	1.0	6.4	-10.6	-0.2	98.5	2.0	3.3	-1.2	-13.9	7.1
COc1ccccc1C(=O)NNC(=O)c1cccc([N+](=O)[O-])c1	-2.1	3.8	5.7	12.7	1.6	91.6	1.6	1.9	-2.3	-6.7	11.9
COc1ccc(C(=O)NC(=S)NNC(=O)c2ccc(O)cc2)cc1[N+](=O)[O-]	-7.3	4.0	-17.3	7.0	-2.9	100.1	0.9	-2.0	-3.2	-22.4	18.0
FC(F)Oc1ccc(NC(=S)NCC2COc3ccccc3O2)cc1 (stereo unspecified)	-5.7	8.4	2.0	-5.4	2.1	101.1	4.2	10.4	3.6	14.3	-18.6
CCc1c(C(=O)O)[nH]c2ccc(Br)cc12	10.2	3.4	0.1	7.8	-2.6	102.6	0.5	2.1	-3.7	8.5	15.7
O=C(CSc1nc(O)c(-c2ccccc2)c(=O)[nH]1)N1CCOCC1	-22.0	-0.3	-13.7	-4.0	1.4	93.2	0.2	1.4	-0.6	0.3	2.7
CCN1CCN(C(=O)c2ccc(COc3cccc(Cl)c3)o2)CC1	135.7	1.8	0.6	3.0	-1.2	104.3	2.0	2.5	1.3	27.2	-7.5
Cc1noc(C)c1COc1ccccc1C(=O)NCCc1ccc(F)cc1	·	·	-7.7	-8.2	3.0	99.5	·	3.6	-2.9	-14.9	14.8

Sorted by molar mass (rising): some entries from above.
SMILES	Mot1-301 SUMO	AddAB inh	PKA-R1A activ	HTR5A inv ag	HTR5A ag	Pemphigus Ab inh	Ecoli viability	phage Ecoli inh	MOR-DOR ag	PfHsp90 set2	MOR-DOR inv ag
CCCCNc1cc(=O)n(C)c(=O)[nH]1	150.1	3.0	-7.3	-0.3	0.1	110.6	2.7	1.7	-2.2	-12.9	11.2
COc1ccccc1C(=O)NNC(=O)c1cccc([N+](=O)[O-])c1	-2.1	3.8	5.7	12.7	1.6	91.6	1.6	1.9	-2.3	-6.7	11.9
COc1ccc(C(=O)OCCc2cc3ccccc3c(=O)o2)cc1	-20.7	1.0	6.4	-10.6	-0.2	98.5	2.0	3.3	-1.2	-13.9	7.1
CCOC(=O)C(NC(=O)c1ccc(OC)cc1)(Nc1cc(C)on1)C(F)(F)F (stereo unspecified)	172.4	0.7	-1.3	-0.1	-3.6	88.2	-4.5	2.6	-2.0	8.9	11.6

Continued:
SMILES	Mot1-301 SUMO	AddAB inh	PKA-R1A activ	HTR5A inv ag	HTR5A ag	Pemphigus Ab inh	Ecoli viability	phage Ecoli inh	MOR-DOR ag	PfHsp90 set2	MOR-DOR inv ag
CC(C)C1CC(C(=O)Nc2ccccc2)C(=O)O1 (stereo unspecified)	310.1	0.9	-5.6	-29.5	-3.6	98.7	1.4	0.6	-2.1	1.5	11.0
Cc1ccc(CSC(Nc2ccc(F)cc2)=C(C#N)C#N)cc1	252.4	5.4	-0.3	12.4	-3.4	98.4	3.2	6.6	3.4	-4.9	-17.8
Cn1cc(S(=O)(=O)N2CCN(c3cccc(C(F)(F)F)c3)CC2)c(=O)n(C)c1=O	132.1	-3.1	2.4	-12.8	0.2	97.2	-1.8	5.0	-1.6	-0.4	9.5
O=C(CCOc1ccccc1)Nc1ccc(Cl)c(S(=O)(=O)N2CCOCC2)c1	·	·	-10.2	-4.9	2.0	99.0	·	1.5	-1.4	·	7.4
CCC(=O)N1CCc2cc(Br)cc(S(=O)(=O)NCc3ccccc3OC)c21	5.3	2.2	-15.0	-10.5	3.5	109.2	-2.3	0.1	2.4	13.1	-19.6
CCCCCc1c(O)nc(SCCN(CC)CC)[nH]c1=O	34.6	1.6	-13.6	-16.5	1.8	98.8	2.0	4.4	-0.3	23.0	1.6
Nc1ccc(C(=O)NCCCCCCNC(=O)c2ccc(N)cc2)cc1	-6.1	0.7	-0.2	-6.4	1.7	106.5	-2.5	2.0	-2.2	-27.4	10.6
CCN(CC1CCCO1)C(=O)CCc1nnc(CCc2ccccc2OC)o1 (stereo unspecified)	-1.1	1.3	-0.3	-10.2	1.3	102.0	0.6	1.4	-0.4	-12.7	2.3
CCOc1ccc(S(=O)(=O)NCCC2=CCCCC2)c2ccccc12	·	-0.5	-12.2	2.3	-0.2	101.2	0.1	2.6	3.1	-12.0	-16.4
Cc1ccccc1NC(=O)CON=C(N)c1ccccc1	-7.5	1.6	0.1	-5.3	2.2	95.7	0.7	0.8	-3.2	-8.8	13.1
CCOC(=O)c1cc(-c2ccccc2)n(CC2CC(c3ccc(OC)cc3)=NO2)n1 (stereo unspecified)	5.5	3.9	-10.2	3.2	-1.2	107.9	2.1	2.4	-0.3	3.7	2.0
COc1ccc(CCC(=O)Nc2nc3ccccc3[nH]2)cc1OC	-1.3	1.5	-9.7	-0.2	2.4	97.5	1.3	0.4	-1.4	13.9	8.3
CCCn1nc(C(=O)Nc2nc(-c3ccccn3)cs2)c2ccccc2c1=O	121.9	-2.9	-10.6	-24.4	9.8	96.5	-7.4	-5.0	13.0	-31.9	-55.9
CC(C)C(NC(=O)c1ccccc1F)C(=O)NCc1ccc(S(=O)(=O)N2CCOCC2)cc1 (stereo unspecified)	·	·	0.3	5.7	4.5	100.9	·	5.1	-0.2	-19.9	1.2
CCn1c(CCc2ccccc2)nnc1SCC(N)=O	5.9	2.5	0.5	-5.0	2.0	97.1	2.0	-1.9	-0.7	13.1	3.7
Cc1cc(C)c(C)c(S(=O)(=O)N2CCN(C(=O)c3cc(S(=O)(=O)N4CCOCC4)ccc3F)CC2)c1C	-0.8	-2.5	-11.7	-38.6	15.2	101.7	-3.7	-0.2	-1.9	0.3	7.8
Cc1ccc(N2CC(C(=O)N/N=C/c3c(F)cccc3Cl)CC2=O)cc1 (stereo unspecified)	206.7	-0.6	-5.1	-16.0	-2.2	106.2	1.7	-0.7	-0.3	-4.1	1.5
CCOC(=O)C1=C(C)N(C)C(=O)NC1c1c(O)ccc2ccccc12 (stereo unspecified)	-7.0	-0.9	17.1	14.1	-4.0	94.4	-1.4	4.4	0.3	17.4	-1.4

From PubChem BioAssay
